hIAP act – increases human intestinal alkaline phosphatase activity. P09923. purified human IAP, CDP-Star luminescence, 30 min; hits give high values; 1 = vehicle-only enzyme, 0 = enzyme-free background. activation factor at 10 µM. hit rate 0.16% among 330,000;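 active = activation factor of the enzyme at least 2-fold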; note: the source names both 10 and 20 µM as test concentration; values of inactives mirror those of a sister screen read the other way
MPTP block – inhibitors of mitochondrial permeability transition pore; isolated mouse mitochondria, Ca2+ swelling absorbance, 30 min; inhibition, % at 10 µM; hit rate 1.4% among 360,000;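 active = inhibition of 50% or more, scaled per plate between neutral and stimulator controls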;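 note: 0% = DMSO wells given calcium and 100% = 1 mM EGTA wells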
ATG4B inhibitor – ATG4B (human) cysteine protease inhibition | Q9Y4P1 | hit rate 0.51% among 340,000 | inhibition, % at 8.33 µM | ATG4B cleavage of LC3-PLA2, NBD-HPC fluorescence, 1 h; in the data active = inhibition above about 40%
Target sequence (Q9Y4P1 whole entry, looked up): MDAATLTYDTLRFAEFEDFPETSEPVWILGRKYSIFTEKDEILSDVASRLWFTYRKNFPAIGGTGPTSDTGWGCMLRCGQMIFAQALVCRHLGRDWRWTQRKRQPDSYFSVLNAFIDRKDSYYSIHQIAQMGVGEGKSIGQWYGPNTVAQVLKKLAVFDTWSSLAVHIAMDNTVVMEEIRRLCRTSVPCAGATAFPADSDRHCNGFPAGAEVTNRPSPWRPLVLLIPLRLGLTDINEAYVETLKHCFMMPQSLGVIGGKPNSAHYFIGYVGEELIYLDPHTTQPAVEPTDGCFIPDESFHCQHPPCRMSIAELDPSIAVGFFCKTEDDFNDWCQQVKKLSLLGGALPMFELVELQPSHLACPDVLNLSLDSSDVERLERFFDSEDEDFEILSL
SENP8 inh – inhibitors of human SENP8 protease; Q96LD8; recombinant SENP8, Nedd8 substrate fluorescence; inhibition, % at 20 µM; hit rate 0.64% among 360,000; in the data active = inhibition mostly above about 40%, no sharp cut-off; inactive = mostly below about 27%
Target sequence (Q96LD8 whole entry, looked up): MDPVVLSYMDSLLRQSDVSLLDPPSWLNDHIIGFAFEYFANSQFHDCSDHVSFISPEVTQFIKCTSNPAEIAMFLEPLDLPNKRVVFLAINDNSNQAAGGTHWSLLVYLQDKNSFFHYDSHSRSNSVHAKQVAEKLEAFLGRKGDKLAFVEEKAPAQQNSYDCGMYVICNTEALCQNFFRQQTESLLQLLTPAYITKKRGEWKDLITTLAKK
GRIN3A LBD mod – modulators (binders) of human NR3A ligand-binding domain | Tm shift relative to glycine control, % at 25 µM | NR3A LBD differential scanning fluorimetry, Tm shift; 0% = protein alone, 100% = glycine-bound protein | hit rate 2.5% among 340,000;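 active = melting temperature shift of at least 10% of the positive control shift, at one fixed dose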
SENP1 FRET inh – SENP1 (human) catalytic domain inhibition; hit rate 0.21% among 360,000; inhibition, % at 10 µM; Q9P0U3; AID 624204; recombinant SENP1 catalytic domain, CyPet-SUMO1-YPet FRET cleavage;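 active = inhibition at least 30% at 10 µM, raw YFP signal under a set limit, fluorescence ratio 0.5 to 1.5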;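 note: 0% = enzyme with DMSO and 100% = no enzyme wells; some results filed as inactive read as strong as hits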
Target sequence (Q9P0U3 419-644 limits assumed): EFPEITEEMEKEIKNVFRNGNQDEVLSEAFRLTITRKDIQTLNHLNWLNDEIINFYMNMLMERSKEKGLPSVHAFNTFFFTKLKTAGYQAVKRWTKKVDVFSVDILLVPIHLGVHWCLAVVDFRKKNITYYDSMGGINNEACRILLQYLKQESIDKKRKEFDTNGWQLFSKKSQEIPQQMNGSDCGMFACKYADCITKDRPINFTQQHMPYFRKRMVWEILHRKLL
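System: Recombinant human SENP1 catalytic domain, His6-tagged | Incubation: Enzyme reaction for 50 min at room temperature, dark | Medium: Tris pH 8 with BME, BSA, NP40 and catalase | Also added: 25 nM SUMO1 FRET substrate | Compound: 10 µM single point, 0.5% DMSO | Measured by: FRET fluorescence in CFP and YFP emission channels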
PfGluPho inh – PfG6PD (Plasmodium falciparum) enzyme inhibition; PfGluPho enzyme, NADPH resazurin-diaphorase fluorescence; inhibition, % at 20 µM; hit rate 0.78% among 350,000;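 active = inhibition reaching at least a set limit at 20 µM in the primary screen, cut at about 59% in these data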;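 note: 0% = DMSO wells with substrate and 100% = DMSO wells lacking glucose-6-phosphate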
SENP6 block – blocks the human protease SENP6; inhibition, % at 10 µM; hit rate 1.8% among 330,000; AID 2599; Q9GZR1; Recombinant SENP6 catalytic domain, aminoluciferin luminescence;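 active = inhibition above about 50% at the single tested dose, limit read from the data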;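 note: plate controls were DMSO wells with enzyme for no effect and DMSO wells lacking enzyme for full effect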
* = called active by the depositor; / = not tested or not shown.

Keys: A = hIAP act; B = MPTP block; C = ATG4B inhibitor; D = SENP8 inh; E = GRIN3A LBD mod; F = SENP1 FRET inh; G = PfGluPho inh; H = SENP6 block
CCOc1c(Br)cc(C(N)=O)cc1OCc1ccccc1
  A: 0.92; B: 3.7; C: 79*; D: 10; E: -1; F: -1; G: 6; H: 2

N#Cc1ccccc1OCC(=O)Nc1ccccc1C(=O)NC1CC1
  A: 1; B: -1.3; C: 6; D: -22; E: -1; F: 2; G: 9; H: -2

CC1(C(=O)NC(=S)N(Cc2ccccc2)c2ccccn2)CC1(Cl)Cl (configuration not stated)
  A: 1.1; B: 0.3; C: 4; D: 1; E: -2; F: 1; G: 16; H: 3

COc1ccc(C(=O)CC(=O)O)c2c1C=CC(C)(C)O2
  A: 1; B: 0.8; C: -5; D: -67; E: 1; F: 1; G: -9; H: -5

COC(=O)c1ccc(NC(=O)CNCc2ccncc2)cc1
  A: 1.1; B: -1.7; C: 3; D: 10; E: -2; F: -37; G: -29; H: -19

CC1CCCCC1NC(=O)COC(=O)c1ccc([N+](=O)[O-])o1 (configuration not stated)
  A: 0.91; B: -1.2; C: 7; D: 18; E: 2; F: -5; G: 15; H: 22

O=C(COC(=O)c1ccccc1Br)NCc1ccccc1
  A: 1.1; B: 0.2; C: 28; D: 12; E: -1; F: 4; G: -5; H: -7

COc1cc(/C=N/NC(=O)NC2CCCCC2)ccc1O
  A: 0.98; B: 2.8; C: 1; D: 16; E: -2; F: 3; G: -4; H: -7

O=c1c2cccc3c2c(nn1CN1CCOCC1)-c1ccccc1-3
  A: 1; B: 0.0; C: -18; D: -353; E: -1; F: 1; G: 12; H: -6

Cc1ccc(NC(=S)N(CCCN2CCOCC2)Cc2ccccn2)cc1Cl
  A: 0.99; B: 0.9; C: -12; D: 18; E: -2; F: 2; G: 3; H: -6

COc1ccc(C)cc1NC(=O)C1C2C=CC(C2)C1C(=O)O (configuration not stated)
  A: 0.99; B: 0.0; C: -3; D: 10; E: -1; F: -1; G: 7; H: 4

Cc1ccc(NC(=O)C2CCCN2C(=O)NC2CCCCC2)cc1F (configuration not stated)
  A: 1; B: -1.3; C: 0; D: 5; E: -1; F: 1; G: 1; H: -8

C[Si](C)(C)n1ccnc1
  A: 0.91; B: -0.7; C: 6; D: 10; E: -1; F: -1; G: 13; H: 0

CCOC(=O)c1sc2nc(-c3cccnc3)ccc2c1N
  A: 0.95; B: 1.6; C: -2; D: -398; E: 20*; F: -31; G: 6; H: -11

CC(C)CC(=O)N1CCN(C(=O)CCC2CCCC2)CC1
  A: 1.2; B: -3.2; C: -3; D: 8; E: -2; F: 0; G: -10; H: 3

13 of these compounds in a different format.
Results follow in this order: hIAP act | MPTP block | ATG4B inhibitor | SENP8 inh | GRIN3A LBD mod | SENP1 FRET inh | PfGluPho inh | SENP6 block
CC1(C(=O)NC(=S)N(Cc2ccccc2)c2ccccn2)CC1(Cl)Cl (configuration not stated)
 : 1.1 | 0.3 | 4 | 1 | -2 | 1 | 16 | 3
COc1ccc(C(=O)CC(=O)O)c2c1C=CC(C)(C)O2
 : 1 | 0.8 | -5 | -67 | 1 | 1 | -9 | -5
COC(=O)c1ccc(NC(=O)CNCc2ccncc2)cc1
 : 1.1 | -1.7 | 3 | 10 | -2 | -37 | -29 | -19
CC1CCCCC1NC(=O)COC(=O)c1ccc([N+](=O)[O-])o1 (configuration not stated)
 : 0.91 | -1.2 | 7 | 18 | 2 | -5 | 15 | 22
O=C(COC(=O)c1ccccc1Br)NCc1ccccc1
 : 1.1 | 0.2 | 28 | 12 | -1 | 4 | -5 | -7
COc1cc(/C=N/NC(=O)NC2CCCCC2)ccc1O
 : 0.98 | 2.8 | 1 | 16 | -2 | 3 | -4 | -7
O=c1c2cccc3c2c(nn1CN1CCOCC1)-c1ccccc1-3
 : 1 | 0.0 | -18 | -353 | -1 | 1 | 12 | -6
Cc1ccc(NC(=S)N(CCCN2CCOCC2)Cc2ccccn2)cc1Cl
 : 0.99 | 0.9 | -12 | 18 | -2 | 2 | 3 | -6
COc1ccc(C)cc1NC(=O)C1C2C=CC(C2)C1C(=O)O (configuration not stated)
 : 0.99 | 0.0 | -3 | 10 | -1 | -1 | 7 | 4
Cc1ccc(NC(=O)C2CCCN2C(=O)NC2CCCCC2)cc1F (configuration not stated)
 : 1 | -1.3 | 0 | 5 | -1 | 1 | 1 | -8
C[Si](C)(C)n1ccnc1
 : 0.91 | -0.7 | 6 | 10 | -1 | -1 | 13 | 0
CCOC(=O)c1sc2nc(-c3cccnc3)ccc2c1N
 : 0.95 | 1.6 | -2 | -398 | 20* | -31 | 6 | -11
CC(C)CC(=O)N1CCN(C(=O)CCC2CCCC2)CC1
 : 1.2 | -3.2 | -3 | 8 | -2 | 0 | -10 | 3

(more compounds)
Keys: A = hIAP act; B = MPTP block; C = ATG4B inhibitor; D = SENP8 inh; E = GRIN3A LBD mod; F = SENP1 FRET inh; G = PfGluPho inh; H = SENP6 block
c1ccc2c3c([nH]c2c1)C1(CCCCC1)NCC3
  A: 0.83; B: 0.2; C: -17; D: -3; E: 0; F: -7; G: 4; H: -3

COc1ccccc1CNC(=O)COC(=O)CNS(=O)(=O)c1ccc(NC(C)=O)cc1
  A: 0.92; B: -0.3; C: -2; D: 16; E: -2; F: 1; G: -8; H: -31

C=CCn1c(SCC(=C)C)nc2c1c(=O)[nH]c(=O)n2C
  A: 0.97; B: -1.5; C: -3; D: 19; E: 2; F: 2; G: 4; H: -6

O=Cc1sc(Nc2ccccc2)nc1Cl
  A: 0.98; B: -1.0; C: 4; D: -327; E: -2; F: -27; G: -3; H: -4

O=C(NCc1ccc(Cl)cc1Cl)c1ccc2nc[nH]c2c1
  A: 1.2; B: 3.4; C: 1; D: 10; E: -1; F: -1; G: 16; H: -4

CN=c1sc(C(=O)Nc2cccc(Cl)c2)cc(=O)n1C
  A: 0.93; B: 5.6; C: 0; D: 16; E: -3; F: 1; G: 55; H: -21

COc1ccccc1C(=O)Nc1ccccc1N1CCOCC1
  A: 0.94; B: -1.4; C: -14; D: 27; E: 0; F: 2; G: 0; H: -19

COc1ccc(/C(N)=N/OC(=O)Cc2ccc(OC)c(OC)c2)cc1
  A: 0.84; B: 14; C: -10; D: 0; E: 0; F: 1; G: 16; H: -17

Cc1ccccc1-n1nnc2c(=O)oc3ccccc3c21
  A: 1.1; B: -3.3; C: -5; D: 25; E: 1; F: 1; G: 2; H: 5

CS(=O)(=O)O/N=C1\CCCCC1c1ccc([N+](=O)[O-])cc1[N+](=O)[O-] (configuration not stated)
  A: 1; B: -0.6; C: 8; D: 19; E: -1; F: 0; G: 8; H: -18

CCOC(=O)C=C1CCN(c2ncc(C(F)(F)F)cc2Cl)CC1
  A: 0.88; B: 0.8; C: 3; D: 12; E: -4; F: 0; G: -2; H: -8

Cc1csc2ncc(C(=O)NCCC(c3ccccc3)c3ccccc3)c(=O)n12
  A: 0.87; B: 2.6; C: 25; D: -444; E: -3; F: -5; G: 3; H: -7

O=C(O)CCC(=O)N1CCCC1
  A: 0.91; B: -0.2; C: -1; D: 10; E: -3; F: -2; G: 0; H: -1

O=C(NCc1ccccc1Cl)C1CCN(S(=O)(=O)c2ccc(F)cc2)CC1
  A: 0.97; B: -0.2; C: 16; D: 5; E: 1; F: -2; G: 8; H: 9

Cc1ccc(-c2nc(SCC(=O)NCC3CCCO3)c(-c3ccc(Cl)cc3)[nH]2)cc1 (configuration not stated)
  A: 1.1; B: 0.9; C: -9; D: -70; E: -7; F: 2; G: 13; H: 19

CCCCS(=O)(=O)/C=C/[C@H]1[C@H](S(=O)(=O)CCCC)[C@H]2C=C[C@@H]1C2
  A: 0.9; B: 0.7; C: -13; D: 16; E: -2; F: 1; G: -4; H: -34

CC(O)CO (configuration not stated)
  A: 0.99; B: 0.1; C: -2; D: 0; E: 0; F: -1; G: -13; H: 4

CCN(CC)S(=O)(=O)c1ccc2c(c1)N(CC(=O)NCCCN1CC(C)CC(C)C1)C(=O)CO2 (configuration not stated)
  A: 1; B: -0.9; C: 4; D: 1; E: 0; F: 3; G: -3; H: -1

COc1ccccc1CCc1nnc(CCC(=O)NCCC2CCCCO2)o1 (configuration not stated)
  A: /; B: 1.5; C: /; D: 13; E: /; F: -2; G: 14; H: /

C=CCSC1=N/C(=C\c2ccc3c(c2)OCO3)C(=O)S1
  A: 0.92; B: 4.8; C: 6; D: -10; E: 2; F: -65; G: -21; H: -1

CCN(CCCCCN(C)C)Cc1cc2ccccc2o1
  A: 0.97; B: -1.2; C: -8; D: 8; E: 6; F: -8; G: -3; H: -11

Cc1nn(-c2ccccc2)c2nc(N)c(C(N)=O)cc12
  A: 1; B: 0.6; C: 6; D: -280; E: -2; F: 1; G: 7; H: -1

CCS(=O)(=O)c1ccc(N=Nc2ccc(O)c3ncccc23)c(OC)c1
  A: 0.82; B: 6.8; C: -6; D: 24; E: 2; F: 3; G: -9; H: 10

COc1ccc(/C=C(\NC(=O)c2ccc(Cl)cc2)C(=O)NCCCN2CCOCC2)cc1OC
  A: 1.1; B: -1.4; C: 2; D: 0; E: -1; F: -1; G: -7; H: 4

Oc1ccc(Br)cc1C1Nc2ccccc2S1 (configuration not stated)
  A: 1.1; B: 0.2; C: 8; D: -291; E: 0; F: -128; G: 20; H: 35

CN(C)S(=O)(=O)n1cc(/C=C(\NC(=O)c2ccccc2F)C(=O)NCCCN2CCOCC2)c2ccccc21
  A: 1.2; B: -0.4; C: -8; D: -13; E: -2; F: 0; G: 2; H: -8

COC(=O)c1sc(=S)n(-c2cc(F)ccc2F)c1N
  A: 0.76; B: -2.3; C: 0; D: 22; E: 2; F: 2; G: 60*; H: 8

Fc1ccc(CNC(=S)NCc2ccccc2)cc1
  A: 1.1; B: 1.7; C: 43*; D: 11; E: -2; F: 0; G: -1; H: -18

CCc1cc(=O)oc2cc(OCC(=O)OC)c(Cl)cc12
  A: 1.1; B: 2.9; C: 0; D: 26; E: -3; F: 3; G: -5; H: 7

Cc1ccccc1OCCC(=O)Nc1ccccc1C(=O)NC1CC1
  A: 1; B: 0.8; C: -3; D: -47; E: 0; F: 1; G: -1; H: -29

COCCn1c(COc2ccccc2)nnc1SCC(N)=O
  A: /; B: -0.1; C: -4; D: 13; E: 0; F: 1; G: 10; H: /

O=C(NCCN1CCOCC1)c1ccc(/C=C2\Sc3ccccc3N(Cc3ccc(F)cc3)C2=O)cc1
  A: 1.3; B: -3.5; C: -16; D: -26; E: -8; F: -29; G: 12; H: 9

CCC(C)[C@H](NC(=O)Nc1ccc(Oc2ccccc2)cc1)C(=O)O (some centres not stated)
  A: 0.87; B: 0.1; C: -14; D: 9; E: 4; F: 3; G: -18; H: 8

O=C(Nc1ccc(Cn2nnc3ccccc32)cc1)c1ccco1
  A: 0.88; B: 2.0; C: 10; D: 8; E: 0; F: -8; G: -8; H: -20

Cc1cccc(COCC(Cc2ccccc2)N2CCN(C(=O)c3ccc(Cl)c(Cl)c3)CCC2=O)c1 (configuration not stated)
  A: 1; B: 0.6; C: -7; D: 26; E: -1; F: 0; G: 16; H: -18

CC1(C)NC(=O)NC2(C)NC(=O)NC(C)(C)C12 (configuration not stated)
  A: 0.99; B: -3.0; C: -8; D: 12; E: 1; F: 2; G: -9; H: -9

C(=N\Nc1nc(N2CCCCCC2)nc(N2CCCCCC2)n1)/c1ccccc1
  A: 1.1; B: 4.8; C: 28; D: 24; E: 0; F: -1; G: 18; H: 8

Screening results from PubChem BioAssay.
